All columns: NCI-60 one-dose screen, growth in % after 48 h at 10 µM unless noted; 100 = growth as untreated, 0 = no growth, -100 = all killed.
SK-MEL-2 = SK-MEL-2 melanoma; AID 1794763; 77,000 compounds, 4.7% hits
BT-549 = BT-549 breast cancer. 78,000 compounds, 4.4% hits. AID 1794793
MALME-3M = MALME-3M melanoma; AID 1794766; 78,000 compounds, 5.8% hits
HS 578T = HS 578T breast cancer; 78,000 compounds, 4.1% hits; AID 1794788
UACC-257 = UACC-257 melanoma | AID 1794764 | 78,000 compounds, 4.4% hits
LOX IMVI = LOX IMVI melanoma. 79,000 compounds, 7.4% hits. AID 1794757
T-47D = T-47D breast cancer; 79,000 compounds, 5% hits
UACC-62 = UACC-62 melanoma. 81,000 compounds, 5.4% hits
An asterisk follows results filed as active; / = not tested or not shown; [ ] = another dose, or the depositor's remark. How the source made its calls: active means growth percent below 10; inactive means the rest.

SMILES	SK-MEL-2	BT-549	MALME-3M	HS 578T	UACC-257	LOX IMVI	T-47D	UACC-62
O=C(Cc1ccccc1Nc1c(Cl)cccc1Cl)NN1C(=O)/C(=C/c2ccc(F)cc2)SC1=S	105	106	107	98	105	98	96	98
CC1(C)CC[C@]2(C(=O)O)CC[C@]3(C)C(=CC[C@@H]4[C@@]5(C)C/C(=C/c6ccccc6)C(=O)C(C)(C)[C@@H]5CC[C@]43C)[C@@H]2C1	96	97	104	96	80	97	69	87
CCn1c(=O)sc2cc3ccccc3nc21	/	115	108	97	105	103	101	92
COC(=O)Cc1ccccc1C(=O)OC	110	/	100	110	116	108	98	100
Clc1ccc(P(c2ccc(Cl)cc2)c2ccc(Cl)cc2)cc1	99	109	106	120	99	98	83	88
Cc1cccc(C(C)(C)C)c1	97	107	125	100	101	101	/	110
CCOP(=O)(CCCCCCOc1cc(OC)c2c(c1OC)OCO2)OCC	100	94	101	89	98	92	73	77
O=[N+]([O-])c1cccc(CN(Cc2cccc([N+](=O)[O-])c2O)C2CCCCC2)c1O	108	105	106	92	109	95	96	96
C/C(=N\O)C1(O)CCCCC1	83	102	114	63	98	99	73	59
CCn1c(Sc2nnc(NC(=O)CCN3CCCCC3)s2)nc2c1c(=O)n(C)c(=O)n2C	110	107	91	100	102	95	105	101
C/C=C1/CCC2C3CCC4=CC(=O)CCC4C3CCC12C (configuration not stated)	118	/	115	/	90	100	97	78
CCC(C)OC(=O)/C=C\C(=O)NC(N)=O (configuration not stated)	86	91	101	102	/	98	66	92
Cc1ccccc1OCc1nnc(-c2ccc(N3CCOCC3)cc2)o1	92	90	104	90	108	90	100	90
OC[C@@H](O)[C@@H](O)[C@H](O)[C@@H](O)CO	/	110	127	117	103	97	98	111
O=C(CCN1C(=O)/C(=C/c2ccc(Cl)cc2)SC1=S)Nc1ncc(Cc2ccccc2)s1	104	119	101	102	99	101	104	101
Nc1nc(CC(=O)NCCc2ccccc2)nn1C(=O)c1ccc(Cl)cc1	100	107	/	106	97	103	112	103
CN(C)c1ccc(/C=N/NC(=O)CSc2ncnc3c2c(-c2ccccc2)cn3C2CCCCC2)cc1	97	94	100	103	103	83	88	85
CC(=O)Nc1nc(C)c(C(=O)N/N=C/N2CCCCC2)s1	15	/	119	107	120	103	98	107
COc1ccc(-c2csc(N/N=C/c3c(C)nn(-c4ccccc4)c3-n3ccnc3)n2)cc1	105	99	90	87	85	88	62	92
Cc1ccc(C(=O)c2ccc(CC(=O)N=Nc3c(O)[nH]c4ccccc34)n2C)cc1	100	92	107	102	110	87	57	88
Cn1cc(-c2nc(N)nnc2-c2c[nH]c3ccc(Br)cc23)c2ccccc21	112	108	103	110	107	93	77	104
CNC(=O)c1cc(-c2ccc(NC(=O)Nc3ccc(F)cc3)cc2)nc2cccnc12	102	/	115	97	110	93	89	91
O=C(Cn1ccccc1=O)Nc1ccccc1C(=O)c1ccccc1	112	109	103	102	97	/	93	96
COc1ccc(Cc2nn(CC(=O)N/N=C/c3ccc(Br)cc3)c(=O)c3c(C)noc23)cc1	7.4*	50	-8.6*	2.0*	72	26	-1.9*	54
COc1ccc(C2N(c3cc(OC)c(OC)c(OC)c3)C(=O)C2(F)F)cc1F (configuration not stated)	85	35	64	22	50	27	66	55
CCCC(=O)OCCCOCCCOc1ccccc1	108	114	112	110	105	103	112	101
CCCNC(=O)c1sc2ncnc(Oc3ccc(NC(=O)Nc4ccc(C)c(Cl)c4)cc3)c2c1C	94	86	99	89	/	87	85	80
O=CN1N=C(c2cccc(Nc3ccnc4cc(Cl)ccc34)c2)CC1c1ccccc1 (configuration not stated)	1.5*	36	53	1.2*	67	21	46	35
NC(=O)C1C(=O)c2ccccc2C1(C[N+](=O)[O-])c1ccccc1 (configuration not stated)	100	110	112	95	106	104	99	97
COc1ccc(N2C(=O)C3C/C(=C/N(C)C)C(=O)N3C2N(C)C)cc1 (configuration not stated)	106	96	125	108	103	101	93	100
O=c1[nH]c2ccc(Oc3ncccn3)cc2c(=O)n1Cc1cccc(NC(=S)Nc2c(Cl)cccc2Cl)c1	121[8.75 µM]	94[8.75 µM]	92[8.75 µM]	84[8.75 µM]	115[8.75 µM]	81[8.75 µM]	110[8.75 µM]	63[8.75 µM]
O=P(O)(O)c1ccccc1Cl	121	99	100	113	111	93	98	99
Nc1ccc(Nc2ccc([N+](=O)[O-])cc2S(=O)(=O)O)cc1	83	100	151	108	116	96	99	97
CSc1nnc2n(Cc3ccccc3)c(=O)c3c4c(sc3n12)CCCC4	130	104	158	84	103	94	93	102
COc1ccc(CCC2=C(C)Nc3ncnn3C2c2ccc(OC)cc2)cc1 (configuration not stated)	92	108	98	118	98	112	104	95
Nc1ncc([N+](=O)[O-])cn1	93	111	103	101	85	100	103	99
N=c1c2cc(-c3ccccc3)oc2ncn1NC(=O)c1ccccc1	108	100	85	106	101	104	97	88
COC(=O)c1cc(OC)cc(OC)c1	111	103	100	90	110	103	99	88
C(=C\c1cc2ccccc2o1)/c1cc(/C=C/c2cc3ccccc3o2)n(-c2ccccc2)n1	84	95	102	113	85	95	88	89
CC(C)(C)c1ccccc1[N+](=O)[O-]	98	79	89	100	104	94	93	101
Nc1ccc(C(=O)OCCCN(C2CCCCC2)C2CCCCC2)cc1	106	104	95	109	96	95	95	93
Cc1nc2ccc(Cl)cc2n1C	101	103	106	100	100	108	/	106
COC(=O)CNC(=O)[C@H](Cc1ccccc1)NCc1ccncc1	95	96	96	106	84	103	90	99
NCCn1cc(-c2nc(-c3c[nH]c4ncccc34)cs2)c2cc(Br)ccc21	101	98	96	83	95	83	45	/
Fc1cc(F)c(-c2cnc3nonc3n2)cc1F	104	94	118	106	91	103	95	92
COc1ccc(C2C(C(C)=O)=C(C)NC(C)=C2C(C)=O)cc1	132	98	114	111	94	94	99	86
Oc1ccc(/C=N/Nc2nc(N/N=C/c3ccc(O)c(O)c3)nc(N3CCCCC3)n2)cc1O	90	99	93	106	109	93	83	96
COc1cccc(OC)c1OC(=O)c1ccccc1	/	/	106	97	99	93	104	97
CCOC(=O)C1=C(CC)NC(=O)N(C)C1c1ccccc1 (configuration not stated)	107	113	95	87	96	89	91	98
CC(C)(COS(=O)(=O)Cc1ccccc1)COS(=O)(=O)Cc1ccccc1	93	107	115	95	/	97	82	86
New compounds follow
SMILES	SK-MEL-2	BT-549	MALME-3M	HS 578T	UACC-257	LOX IMVI	T-47D	UACC-62
Cc1c(C(=O)N[C@@H](Cc2ccccc2)C(=O)C(N)=O)[nH]c2ccccc2c1=O	110	108	108	103	96	98	98	96
CCOc1nc2cccc(C(=O)OC(C)OC(=O)OC3CCCCC3)c2n1Cc1ccc(-c2ccccc2-c2nn[nH]n2)cc1 (configuration not stated)	86	69	51	95	100	33	53	63
CC1C(c2ccccc2)=Nn2c(=O)n(-c3ccccc3)c(=O)n21 (configuration not stated)	110	96	94	87	98	100	91	101
O=C(O)c1ccccc1C(=O)Nc1ccccc1Cl	107	103	91	96	101	96	99	102
O=C(O)c1cc(F)cc(F)c1	97	/	115	92	89	100	/	/
O=C1Nc2ccccc2C2(NCCNC2=O)N1 (configuration not stated)	112	98	102	99	102	98	89	101
Cc1ccc(-c2nc(SCc3nc4ccc(C(=O)O)cc4[nH]3)[nH]c(=O)c2C#N)cc1	99	97	98	94	83	93	96	84
Nc1ccc(Br)cc1-c1n[nH]c(=O)[nH]c1=O	/	100	100	86	/	91	109	101
CC1(C2CC(=O)c3c(O)ccc(O)c3C2)OCCO1 (configuration not stated)	93	100	111	101	116	114	95	106
CCN(CC)c1cn(-c2ccc(S(N)(=O)=O)cc2)nn1	109	109	103	98	100	106	108	95
O=[N+]([O-])c1ccc2[nH]cc(-c3c4ccsc4cc4[nH]c5ccc([N+](=O)[O-])cc5c34)c2c1	2.1*	25	30	27	42	0.5*	7.1*	14
CSc1[nH]c2ncnc(N)c2c1C#N	91	86	107	130	124	109	97	86
CO/N=C(\C)c1ccc(NC(=O)C(C)N2CCN(c3cc4c(cc3F)c(=O)c(C(=O)O)cn4C3CC3)CC2)cc1 (configuration not stated)	104	59	103	96	91	59	69	87
CC(=O)c1c(C)n(C)c2c1c(-c1ccccc1)nc1ccccc12	107	104	97	107	96	105	99	88
COc1ccc(Nc2cnc3cc(NC(=O)NC4CCCCC4)ccc3n2)cc1	118	103	94	102	85	108	114	112
N#Cc1c(-c2ccc(Cl)cc2Cl)cc(-c2ccccc2)[nH]c1=O	82	96	96	81	101	88	71	79
Cc1c(C(=O)Nc2nc3ccccc3s2)nnn1-c1ccccc1Cl	98	70	81	92	93	93	49	72
COc1ccc(OC)c(/C=C/C(=O)C2=NN(c3ccc(I)cc3)[C@H](c3cc(OC)ccc3OC)CC2=O)c1	103	106	90	59	102	64	46	73
O=C(O)c1cccc([N+](=O)[O-])c1Br	113	114	103	99	101	95	99	100
O=C1C(c2ccccc2)=C(N2CCc3ccccc32)OC1(Cl)Cl	92	75	-27*	66	91	57	10	81
[2H]c1c([2H])c(-n2cc3cccc(C(N)=O)c3n2)c([2H])c([2H])c1C1CCCNC1 (configuration not stated)	112	98	78	87	99	67	94	77
CCOc1ccc(NC(=O)Nc2ccc(OCC)cc2)cc1	121	113	100	101	113	98	96	105
Cc1ccc(-c2cc(-c3ccncc3)[nH]c(=O)c2C#N)cc1	115	96	110	104	122	94	91	96
C/C=C\C1OCC(CC)(CCCC)CO1 (configuration not stated)	98	104	101	119	112	100	114	89
CC(=O)S	110	93	103	100	87	94	98	112
CN(C)c1ccc([N+](=O)[O-])cc1[N+](=O)[O-]	112	104	108	102	93	97	117	100
O=C(NNc1nc2c(F)cccc2n2cccc12)c1cnccn1	49	38	18	77	16	-33*	23	16
COc1ccc(/C=C2\C(=O)N=C3N2N=C(c2ccc(Cl)cc2)N3c2ccccc2)cc1	99	97	93	56	91	95	102	89

A portion of the results above, for reference:
SMILES	SK-MEL-2	BT-549	MALME-3M	HS 578T	UACC-257	LOX IMVI	T-47D	UACC-62
[2H]c1c([2H])c(-n2cc3cccc(C(N)=O)c3n2)c([2H])c([2H])c1C1CCCNC1 (configuration not stated)	112	98	78	87	99	67	94	77
CCOc1ccc(NC(=O)Nc2ccc(OCC)cc2)cc1	121	113	100	101	113	98	96	105
Cc1ccc(-c2cc(-c3ccncc3)[nH]c(=O)c2C#N)cc1	115	96	110	104	122	94	91	96

Filtered by structure: the compounds so far containing a Cl atom.
SMILES	SK-MEL-2	BT-549	MALME-3M	HS 578T	UACC-257	LOX IMVI	T-47D	UACC-62
O=C(Cc1ccccc1Nc1c(Cl)cccc1Cl)NN1C(=O)/C(=C/c2ccc(F)cc2)SC1=S	105	106	107	98	105	98	96	98
Clc1ccc(P(c2ccc(Cl)cc2)c2ccc(Cl)cc2)cc1	99	109	106	120	99	98	83	88
O=C(CCN1C(=O)/C(=C/c2ccc(Cl)cc2)SC1=S)Nc1ncc(Cc2ccccc2)s1	104	119	101	102	99	101	104	101
Nc1nc(CC(=O)NCCc2ccccc2)nn1C(=O)c1ccc(Cl)cc1	100	107	/	106	97	103	112	103
CCCNC(=O)c1sc2ncnc(Oc3ccc(NC(=O)Nc4ccc(C)c(Cl)c4)cc3)c2c1C	94	86	99	89	/	87	85	80
O=CN1N=C(c2cccc(Nc3ccnc4cc(Cl)ccc34)c2)CC1c1ccccc1 (configuration not stated)	1.5*	36	53	1.2*	67	21	46	35
O=c1[nH]c2ccc(Oc3ncccn3)cc2c(=O)n1Cc1cccc(NC(=S)Nc2c(Cl)cccc2Cl)c1	121[8.75 µM]	94[8.75 µM]	92[8.75 µM]	84[8.75 µM]	115[8.75 µM]	81[8.75 µM]	110[8.75 µM]	63[8.75 µM]
O=P(O)(O)c1ccccc1Cl	121	99	100	113	111	93	98	99
Cc1nc2ccc(Cl)cc2n1C	101	103	106	100	100	108	/	106
O=C(O)c1ccccc1C(=O)Nc1ccccc1Cl	107	103	91	96	101	96	99	102
N#Cc1c(-c2ccc(Cl)cc2Cl)cc(-c2ccccc2)[nH]c1=O	82	96	96	81	101	88	71	79
Cc1c(C(=O)Nc2nc3ccccc3s2)nnn1-c1ccccc1Cl	98	70	81	92	93	93	49	72
O=C1C(c2ccccc2)=C(N2CCc3ccccc32)OC1(Cl)Cl	92	75	-27*	66	91	57	10	81
COc1ccc(/C=C2\C(=O)N=C3N2N=C(c2ccc(Cl)cc2)N3c2ccccc2)cc1	99	97	93	56	91	95	102	89
